# U2OS ROS induce – inducers of reactive oxygen species in cancer cells; 46,000 compounds, 2% hits; ROS induction (% of piperlongumine), % at 10 µM; U2OS ROS induction, H2DCF-DA fluorescence; AID 624156; in the data active = ROS induction above about 79%, passing the limit was not always enough; inconclusive = no clear call, values can overlap the other calls;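 note: 0% = DMSO vehicle median and 100% = reference compound median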
# * hit, by the source's call; ? = inconclusive. Not all compounds are listed; count on the stated rates, not on these rows.
# The first 2 records, ahead of the listing:
SMILES,U2OS ROS induce
C[C@@H]1CCCCO[C@@H](CN(C)Cc2ccc(C(=O)Nc3ccccc3N)cc2)[C@@H](C)CN([C@H](C)CO)C(=O)c2cc(NC(=O)Nc3ccc(F)cc3)ccc2O1,8.1
C[C@@H]1CN([C@@H](C)CO)C(=O)c2cccc(NC(=O)C3CCCCC3)c2O[C@@H]1CN(C)CC1CC1,-12.1

# This part in full, from the start:
SMILES,U2OS ROS induce
C[C@@H]1CCCCO[C@@H](CN(C)Cc2ccc(C(=O)Nc3ccccc3N)cc2)[C@@H](C)CN([C@H](C)CO)C(=O)c2cc(NC(=O)Nc3ccc(F)cc3)ccc2O1,8.1
C[C@@H]1CN([C@@H](C)CO)C(=O)c2cccc(NC(=O)C3CCCCC3)c2O[C@@H]1CN(C)CC1CC1,-12.1
COc1ccccc1/C=C1/C(=O)ON=C1C,20.4
Cc1noc(C)c1S(=O)(=O)Nc1ccc2c(c1)CC(=O)N([C@@H](C)CO)C[C@H](C)[C@H](CN(C)CC1CCCCC1)O2,0.3
CC(=O)Nc1cccc(Oc2ccc3c(c2)C(=O)N(c2ccc(Oc4ccc(C)c(C)c4)cc2)C3=O)c1,9.5
C[C@H](CO)N1C[C@H](C)[C@@H](CN(C)S(C)(=O)=O)Oc2c(NC(=O)c3ccc(-c4nccs4)cc3)cccc2C1=O,-6.1
COc1cc2oc(=O)ccc2cc1CC(O)C(C)(C)O (centres undefined),-7.3
C[C@@H]1CCCCO[C@H](CN(C)CC2CC2)[C@@H](C)CN([C@H](C)CO)C(=O)c2cc(NC(=O)CCC(F)(F)F)ccc2O1,-5.1
COc1ccc(NC(=O)CN2CCOCC2)c([N+](=O)[O-])c1,-5.3
COc1cc(C(=O)n2c(SCc3ccc(F)cc3)nc3ccccc32)cc(OC)c1OC,12.1
Cc1ccc2cc(C3CC(c4ccco4)=NN3S(C)(=O)=O)c(=O)[nH]c2c1 (centres undefined),6.5
CC(C)(C)OC(=O)CC[C@]12N=C(c3ccc(OCCCO)cc3)O[C@H]1c1ccccc1CN(C(=O)c1ccccc1)C2=O,60.0
COC(=O)c1sc(C(=O)OC)c2c1OCCO2,-3.7
CC(CCC1(C)C(C)CCC2(CO)C(CO)=CCCC21)CC(=O)O (centres undefined),4.9
C[C@H]1CN([C@@H](C)CO)C(=O)c2cccc(NC(=O)Nc3ccc(C(F)(F)F)cc3)c2O[C@H]1CN(C)C(=O)Nc1ccc(C(F)(F)F)cc1,18.8
N#CC(C#N)=C(N)/C(C#N)=C/c1ccc2[nH]ccc2c1,-3.3
Cc1nc2ccc(S(=O)(=O)NCC(=O)N3CCCC3)cc2s1,-7.1
C[C@@H]1CCCCO[C@H](CN(C)C(=O)Nc2ccc(C(F)(F)F)cc2)[C@@H](C)CN([C@H](C)CO)C(=O)c2cc(NS(=O)(=O)c3cccs3)ccc2O1,20.2
CN(C)c1ccc(NC(=O)CSc2nnc(-c3cnccn3)n2C)cc1,-10.3
C[C@H](CO)N1C[C@H](C)[C@H](CN(C)C(=O)Nc2ccccc2)Oc2c(NS(C)(=O)=O)cccc2C1=O,-11.2
Cn1c(SCc2ccc3c(c2)OCO3)nnc1-c1ccccc1,-3.5
C[C@@H]1CN([C@H](C)CO)C(=O)c2cc(NC(=O)c3ccncc3)ccc2O[C@H]1CN(C)S(=O)(=O)c1ccc(F)cc1,-6.3
C[C@@H]1CN([C@H](C)CO)C(=O)c2cc(N(C)C)ccc2O[C@@H]1CN(C)C(=O)Nc1ccc(F)cc1,-20.8
CN(CC(=O)Nc1ccc(Oc2ccccc2)cc1)S(=O)(=O)c1ccc(F)cc1,21.1
CNC[C@H]1Oc2ccc(NS(=O)(=O)c3ccc(F)cc3)cc2CC(=O)N([C@@H](C)CO)C[C@H]1C,68.9
SMILES,U2OS ROS induce
CCCCC/C=C\C/C=C\C(O)CCCCCCC(=O)O (centres undefined),-5.8
COc1ccc(S(=O)(=O)Nc2cccc3c2O[C@@H](CN(C)Cc2ccc(-c4ccccc4)cc2)[C@@H](C)CN([C@H](C)CO)C3=O)cc1,26.8
COc1cc(NC(N)=S)c(OC)cc1Cl,-14.4
C[C@@H]1CN([C@H](C)CO)C(=O)Cc2cc(NS(=O)(=O)c3ccc(F)cc3)ccc2O[C@@H]1CN(C)Cc1ccc(-c2ccccc2)cc1,107.3*
CC1CCC(NC(=O)Cn2ncc3c4ccccc4n(Cc4ccccc4)c3c2=O)CC1 (centres undefined),9.4
COc1cccc(NC(N)=O)c1,-4.7
CCOC(=O)CC1Sc2ccccc2N=C1SCC(=O)Nc1cccc(C(F)(F)F)c1 (centres undefined),55.2
COC(=O)c1ccccc1NC(=S)NC(=O)COc1ccc(C)cc1,-5.8
C[C@@H]1CCCCO[C@H](CN(C)S(=O)(=O)c2ccc(F)cc2)[C@@H](C)CN([C@H](C)CO)C(=O)c2cc(NC(=O)Nc3ccc(C(F)(F)F)cc3)ccc2O1,9.2
CC(=O)Oc1ccc2occ(C(=O)c3ccc(Br)s3)c2c1,29.9
CC(NC(=O)c1cc(=O)[nH]c2ccc(Br)cc12)c1ccc2c(c1)OCCO2 (centres undefined),-0.7
CCOc1ccc(C(=O)NCC(=O)n2nc(C)cc2C)cc1,-1.2
C[C@@H]1CN([C@H](C)CO)C(=O)Cc2cc(NC(=O)Cc3cn(C)c4ccccc34)ccc2O[C@@H]1CN(C)S(C)(=O)=O,0.6
O=c1[nH]nc(SCc2nnc(-c3ccc(Cl)cc3)o2)n1C1CCCCC1,-1.1
C[C@@H]1CN([C@H](C)CO)C(=O)Cc2cc(NC(=O)c3ccncc3)ccc2O[C@@H]1CN(C)S(=O)(=O)c1cn(C)cn1,-0.6
C[C@@H]1C[C@H]2OCC3=CCC[C@H]([C@]1(CC(O)c1ccoc1)C(=O)O)[C@]32CO (some centres undefined),0.5
CC(C)CCNC(=O)c1ccc2c(c1)N(Cc1ccccc1)CCS2,5.2
C[C@H](CO)N1C[C@H](C)[C@@H](CN(C)S(=O)(=O)c2ccc(F)cc2)Oc2c(NC(=O)C3CC3)cccc2C1=O,-12.9
COC(=O)NC(Nc1cccc(C(F)(F)F)c1)C(=O)c1ccccc1 (centres undefined),-1.2
CCc1c(C#N)c(SCC(=O)c2c(C)[nH]c3ccccc23)nc2c1C(=O)CC(C)(C)C2,-0.1
Cc1noc(C)c1NC(=O)N(C)C[C@@H]1Oc2ccc(NS(=O)(=O)c3ccc(F)cc3)cc2C(=O)N([C@@H](C)CO)C[C@H]1C,-8.1
COc1ccc(CN(C)C[C@H]2Oc3ccc(NC(=O)NC4CCCCC4)cc3C(=O)N([C@H](C)CO)C[C@@H]2C)cc1,20.6
CCOc1ccc2nc(N3CCCC(C(=O)Nc4ccc(C)cc4Cl)C3)sc2c1 (centres undefined),25.6
C[C@H](CO)N1C[C@H](C)[C@H](CN(C)S(=O)(=O)c2cn(C)cn2)Oc2ccc(NC(=O)Nc3ccc4c(c3)OCO4)cc2C1=O,-7.1
C[C@H]1CN([C@@H](C)CO)C(=O)c2cccc(NC(=O)Nc3ccccc3)c2O[C@@H]1CN(C)Cc1ccccc1,8.1
SMILES,U2OS ROS induce
Nc1ccc(C(=O)Nc2ccc(O)c(-c3nc4ccccc4o3)c2)cc1,?
Cc1noc(C)c1S(=O)(=O)Nc1ccc2c(c1)C(=O)N([C@@H](C)CO)C[C@@H](C)[C@H](CN(C)Cc1ccc(C(=O)O)cc1)O2,-12.3
COC(=O)c1cnn2c(C)c(Cc3ccccc3)c(C)nc12,-2.6
COc1cc(NC(=O)COc2cccc(C)c2C)ccc1NC(=O)c1ccccc1Cl,-1.8
CCCCC/C=C\C/C=C\C/C=C\C/C=C\CCCC(=O)O,-2.4
O=C(CN(C1CCCCC1)S(=O)(=O)c1ccc(Cl)cc1)Nc1ccc(F)cc1F,15.1
COC(=O)C1=NN(C(C)(C)CC(C)=O)C2C(=O)N(C3CCCCC3)C(=O)C12 (centres undefined),12.0
O=C(CCCN1C(=O)c2ccccc2C1=O)Nc1cccc2c1CCCC2,-8.6
O=C(O)CC1C(=O)N(c2ccccc2)C(=S)N1c1ccccc1 (centres undefined),-5.6
COc1ccc(NC(=O)Nc2cccc3c2O[C@H](CN(C)S(=O)(=O)c2ccc(C)cc2)[C@@H](C)CN([C@@H](C)CO)C3=O)cc1,4.1
COc1ccc(NC(=O)Nc2cccc3c2O[C@@H](CN(C)C(=O)NC(C)C)[C@H](C)CN([C@@H](C)CO)C3=O)cc1,-4.3
C[C@H]1CN([C@@H](C)CO)C(=O)c2cccc(NC(=O)c3ccncc3)c2O[C@@H]1CN(C)Cc1ccc(-c2ccccc2)cc1,?
O=C(O)c1c2c(nc3ccccc13)CSc1ccc(Cl)cc1-2,-11.5
CC1OC(Oc2cc(O)c3c(=O)cc(-c4ccc(O)cc4)oc3c2C2OC(CO)C(O)C(O)C2O)C(O)C(O)C1O (centres undefined),3.4
CN1C(=O)C(O)(CC(=O)c2ccco2)c2cc([N+](=O)[O-])ccc21 (centres undefined),-6.2
CC(C)NC(=O)Nc1ccc2c(c1)CC(=O)N([C@@H](C)CO)C[C@H](C)[C@H](CN(C)C(=O)Nc1ccc3c(c1)OCO3)O2,12.7
COc1ccc(CN(C)C[C@H]2Oc3c(NC(=O)c4cnccn4)cccc3C(=O)N([C@H](C)CO)C[C@@H]2C)cc1,10.8
C[C@@H]1CCCCO[C@H](CN(C)C(=O)Cc2ccccc2)[C@@H](C)CN([C@H](C)CO)C(=O)c2cc(NS(=O)(=O)c3ccc(F)cc3)ccc2O1,15.1
CC(C)NC(=O)Nc1ccc2c(c1)C(=O)N([C@H](C)CO)C[C@H](C)[C@@H](CN(C)Cc1ccc(C(F)(F)F)cc1)OCCCC[C@@H](C)O2,23.6
C[C@H](CO)N1C[C@H](C)[C@@H](CN(C)C(=O)Nc2ccc(F)cc2)Oc2c(NC(=O)Nc3ccccc3)cccc2C1=O,3.5
C[C@@H]1CN([C@H](C)CO)C(=O)c2cccc(NC(=O)Nc3ccccc3)c2O[C@H]1CN(C)C(=O)Nc1ccc(F)cc1,-7.1
C[C@H]1CN([C@@H](C)CO)C(=O)c2cc(NS(=O)(=O)c3ccccc3)ccc2O[C@H]1CN(C)C(=O)NC1CCCCC1,9.2
C[C@H](CO)N1C[C@H](C)[C@@H](CN(C)S(=O)(=O)c2cccs2)Oc2c(NS(C)(=O)=O)cccc2C1=O,-4.8
COc1ccc(NC(=O)Nc2ccc3c(c2)C(=O)N([C@@H](C)CO)C[C@@H](C)[C@@H](CN(C)CC2CCCCC2)O3)cc1,1.0
Cc1cc(=O)oc2c3c(ccc12)O/C(=C/C=C/c1ccccc1)C3=O,58.9

# An excerpt of these results, with tabs.
compound	U2OS ROS induce
O=C(O)CC1C(=O)N(c2ccccc2)C(=S)N1c1ccccc1 (centres undefined)	-5.6
C[C@@H]1CN([C@H](C)CO)C(=O)c2cc(N(C)C)ccc2O[C@@H]1CN(C)C(=O)Nc1ccc(F)cc1	-20.8

# (next part)
SMILES,U2OS ROS induce
Cc1ccc(NC(=S)NCC2CCCO2)cc1 (centres undefined),-14.2
O=C(O)CC(CCc1ccccc1)OC1OC(CO)C(O)C(O)C1O (centres undefined),-9.3
O=c1c(Cl)c(NCc2ccco2)cnn1-c1ccccc1,-6.9
CC1CCc2c(sc3ncnc(SCC(=O)NCC4CCCO4)c23)C1 (centres undefined),-15.6
O=C(O)c1ccccc1C(=O)N1CCc2ccccc21,-15.3
C[C@@H]1CN([C@@H](C)CO)C(=O)c2cccc(NC(=O)c3nc4ccccc4s3)c2O[C@H]1CN(C)CC1CC1,1.4
Cc1ccc(S(=O)(=O)N(C)C[C@@H]2OCc3cnnn3CCCC(=O)N([C@H](C)CO)C[C@H]2C)cc1,5.4
C[C@@H]1CN([C@@H](C)CO)C(=O)c2cc(NC(=O)CCN3CCOCC3)ccc2O[C@H]1CN(C)Cc1ccncc1,-8.2
C[C@H](CO)N1C[C@H](C)[C@H](CN(C)CC2CCCCC2)Oc2c(NC(=O)c3nc4ccccc4s3)cccc2C1=O,6.9
CCn1c(SCC(=O)Nc2ccc(F)c(Cl)c2)nnc1-c1cccc(C)c1,1.8
Cc1cccc(N2CCC(N=CN3CCOCC3)=N2)c1,-21.3
CNC[C@H]1Oc2c(NS(=O)(=O)c3ccc(F)cc3)cccc2C(=O)N([C@@H](C)CO)C[C@@H]1C,3.9
CC(C)NS(=O)(=O)c1ccc(OCC(=O)N2CCC(Cc3ccccc3)CC2)cc1,3.1
CC(=Nc1ccccc1C(F)(F)F)c1cccs1,3.4
C[C@H](CO)N1C[C@H](C)[C@H](CN(C)C(=O)Cc2ccccc2)OCc2cn(nn2)CCCC1=O,-10.0
CN(C)c1cc(O)c(C(=S)Nc2ccccc2)c(N(C)C)c1,27.0
Cc1ccccc1-c1nc(SCC(=O)Nc2ccc(Br)c(Cl)c2)n[nH]1,7.9
O=C(CSc1ccc2nnc(-c3ccccn3)n2n1)c1ccccc1,8.8
C[C@H](CO)N1C[C@H](C)[C@H](CN(C)Cc2ccccc2)Oc2ccc(NC(=O)Cc3ccccc3)cc2CC1=O,10.7
C[C@H]1CN([C@@H](C)CO)C(=O)Cc2cc(NC(=O)Nc3cccc4ccccc34)ccc2O[C@H]1CN(C)S(=O)(=O)c1cccs1,3.0
C[C@@H]1CCCCO[C@H](CN(C)Cc2ccncc2)[C@@H](C)CN([C@H](C)CO)C(=O)c2cc(NC(=O)Nc3cccc4ccccc34)ccc2O1,-13.8
CCOC(=O)c1sc(-c2ccccc2)nc1OCc1c(Cl)cccc1Cl,6.8

# Exported with bars between the fields: part of the list above
SMILES | U2OS ROS induce
C[C@H](CO)N1C[C@H](C)[C@H](CN(C)CC2CCCCC2)Oc2c(NC(=O)c3nc4ccccc4s3)cccc2C1=O | 6.9
CCn1c(SCC(=O)Nc2ccc(F)c(Cl)c2)nnc1-c1cccc(C)c1 | 1.8
Cc1cccc(N2CCC(N=CN3CCOCC3)=N2)c1 | -21.3
CNC[C@H]1Oc2c(NS(=O)(=O)c3ccc(F)cc3)cccc2C(=O)N([C@@H](C)CO)C[C@@H]1C | 3.9
CC(C)NS(=O)(=O)c1ccc(OCC(=O)N2CCC(Cc3ccccc3)CC2)cc1 | 3.1

# Source: PubChem (Broad Institute)
